# Compound activity as filed in PubChem BioAssay.
# Hep lipid drop: modulators of hepatic lipid droplet formation; AML12 mouse hepatocytes, oleate lipid droplets, BODIPY imaging; inhibition, % at 6.5 µM; 0.4% of 240,000 active;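 active = lipid droplet intensity inhibited by at least 50%, with more than 500 cells counted; inconclusive = wells with under 300 cells, treated as cytotoxic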
#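 Material – mouse AML12 hepatocyte cell line, fixed after treatment · Compound dosing – one dose, 6.5 µM compound · Times – compound with oleate, overnight · Measured by – Image-based BODIPY and DAPI two-channel analysis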
# P. falciparum M17LAP: P. falciparum M17LAP inhibitors, primary screen, biochemical, fluorogenic H-Leu-NHMec substrate, 1536-well (AID 1619). recombinant M17LAP, H-Leu-NHMec fluorogenic kinetic assay; higher % means a stronger effect. inhibition, % at 30 µM; hits with a dose series show IC50 in µM. 0.38% of 220,000 active;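 active = compound inhibiting the enzyme by more than half at any dose during confirmatory dose-response retesting; inconclusive = strong single-dose inhibitors picked by rank but not retested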;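 note: plate controls were full reaction with DMSO carrier for no effect and no enzyme background for full effect; strong numbers were not always called active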
# ER stress rescue: rescue of cells from ER stress-induced death, primary screen, 384-well, CSM14.1, thapsigargin, ATP luminescence (AID 1222); 190,000 tested, under 10 active; CSM14.1 thapsigargin-induced death rescue, ATP luminescence; higher % means a stronger effect; one-dose cellular ATP content (survival), % at 20 µM; EC50 in µM for titrated hits;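 active = EC50 below 50 µM in the dose-response confirmation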;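 note: death triggered by thapsigargin at about 15 µM added after 2 h compound pretreatment; cell ATP read after overnight thapsigargin exposure of roughly 18 to 22 hours; normalized against plate controls of thapsigargin alone and 5% DMSO vehicle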
# Autophagy HCS: autophagy modulation, high-content screen. MEF GFP-LC3 puncta imaging; test concentration mostly 10 µM. 0.98% of 190,000 active. calls only at 10 µM (by protocol);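 active = percentage of spot-positive cells more than 3 SD above its plate mean, without a fluorescence outlier flag or 80% toxicity; inconclusive = no clear call, values can overlap the other calls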;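 note: spot-positive cell cutoff set from DMSO-treated cells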
# P. falciparum M1AAP: P. falciparum M1AAP inhibitors, biochemical, fluorogenic H-Leu-NHMec substrate, 1536-well (AID 1445); recombinant M1AAP, H-Leu-NHMec fluorogenic kinetic assay; higher % means a stronger effect; inhibition, % at 30 µM; hits with a dose series show IC50 in µM; 0.42% of 220,000 active;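 active = primary inhibition above the hit cutoff, then over 50% inhibition at one or more dose response concentrations, cut at about 23% in these data, passing the limit was not always enough; inconclusive = conflicting primary data, or primary hits not chosen for dose response; inactive = low primary inhibition, or under 50% at every dose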;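 note: plate controls were DMSO full reaction for no effect and no enzyme background for full effect; strong numbers were not always called active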
# MT stabilizer: microtubule stabilizers in HeLa cells | % tubulin-high responders, % at 10 µM | HeLa tubulin immunostaining HCS, 24 h; share of cells brighter than vehicle mean+2SD | 0.83% of 200,000 active;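 active = plate Z-score above 3 for both tubulin-high and condensed-nucleus cell shares, with cell loss under 80%, at 10 µM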;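 note: anti alpha tubulin signal scored within the nucleus-defined area of each cell; some results filed as inactive read as strong as hits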
# Dynein cargo inh: blocks dynein driven cargo transport along microtubules; 0.47% of 220,000 active; AID 1381; z-score, hits read low; 3617.4 mouse cells, GR-EGFP nuclear translocation imaging; test concentration mostly 20 µM; stimulated with dexamethasone, 1 µM; active compounds read low;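 active = plate z-score of nuclear minus cytoplasmic receptor signal below a set negative limit, without overly bright fluorescence or cell loss, cut at about -3.5 in these data, passing the limit was not always enough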;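 note: z-score of nuclear minus cytoplasmic ring GR-EGFP intensity difference per well; some compounds called inactive have numbers as strong as hits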
#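 Schedule: 48 h induction, then 1 h compound, then 30 min agonist, 37 °C. Buffer or medium: tetracycline-free induction medium containing charcoal-stripped FBS. Reagent: 1.0 µM final dexamethasone stimulus. Evaluation: nuclear versus cytoplasmic GR-EGFP signal, averaged per well. Signal: high-content fluorescence imaging after fixation.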
# Yfh1-off respiration: mitochondrial function rescue without frataxin homolog – Friedreich's ataxia, plus single-dose screen, dose response (AID 1465). 0.074% of 220,000 active. fold induction at 50 µM, or EC50 in µM where a hit was titrated. S. cerevisiae Yfh1-off respiration, WST-1 reduction, 72 h; higher fold induction means a stronger effect;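 active = fold induction of absorbance versus untreated yeast above a set limit, then at least 30% activation at any dose in follow-up; inconclusive = repeats straddling the limit, or above it without dose testing; inactive = fold induction below the set limit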;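 note: activators that raise dye reduction in frataxin-depleted yeast; strong numbers were not always called active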
# Ins promoter up: MIN6 insulin promoter up-regulation; MIN6 insulin promoter-GFP reporter, high-content imaging; active compounds read high; z-score at 5 µM; 0.3% of 190,000 active;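 active = z-score above 3 at 5 µM with at least 500 cells counted in the well; inconclusive = wells under 500 cells, flagged as cytotoxic or low count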
# Dynein cargo inh cytoplasmic EGFP: further read-out of Dynein cargo inh, marked with its call; z-score; measured here: cytoplasmic GR-EGFP intensity; active compounds read high
# Dynein cargo inh nuclear GR-EGFP: recorded beside Dynein cargo inh, whose call it bears; z-score; measured here: nuclear GR-EGFP intensity;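 lower value marks the stronger effect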
# Dynein cargo inh cell count: also measured in Dynein cargo inh; calls as there; z-score; measured here: cell count per field
# Ins promoter up cell count: further read-out of Ins promoter up, marked with its call; cell count; measured here: cytotoxicity, nuclei count;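 total cells summed across four imaged fields per well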
# Hep lipid drop cells 6.5 µM: second read-out of Hep lipid drop, no call of its own (marks repeat the call); cell count; measured here: cell count, cytotoxicity flag;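 cells counted across two imaged fields per well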
# MT stabilizer Hoechst-high %: recorded beside MT stabilizer, whose call it bears; % Hoechst-high responders; measured here: nuclear condensation Hoechst responders;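 share of cells brighter than vehicle mean plus two SD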
# MT stabilizer cytotoxicity %: further read-out of MT stabilizer, marked with its call; toxicity, %; measured here: cytotoxicity by cell density;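 0% = mean cell density of plate MIN control wells and 100% = no cells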
# Autophagy HCS cell loss 18 h: recorded beside Autophagy HCS, whose call it bears; toxicity, %; measured here: cell loss, nuclei count;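 cell loss after 18 h compound exposure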
# Numbers without * were called inactive; i = inactive; u = inconclusive; x = not tested or not shown.
SMILES,Hep lipid drop,Hep lipid drop cells 6.5 µM,P. falciparum M17LAP,ER stress rescue,Autophagy HCS,Autophagy HCS cell loss 18 h,P. falciparum M1AAP,MT stabilizer,MT stabilizer Hoechst-high %,MT stabilizer cytotoxicity %,Dynein cargo inh,Dynein cargo inh cytoplasmic EGFP,Dynein cargo inh nuclear GR-EGFP,Dynein cargo inh cell count,Yfh1-off respiration,Ins promoter up,Ins promoter up cell count
CC1CCCCN1C(=O)CSc1nc(-c2ccccc2)cc(=O)[nH]1 (centres undefined),6.7,683,63.5µM*,-0.3%,i,3.0,-1.3%,1.7,0.9,35.3,-0.413,-0.245,0.0637,0.755,i,-0.42,1212
CC(=O)Nc1ccc(S(=O)(=O)Nc2c(C)n(C)n(-c3ccccc3)c2=O)cc1,x,x,-7.3%,-1.8%,i,10.2,0.3%,4.1,3.2,8.2,-1.02,-0.197,-0.287,0.197,x,1.41,1377
CCc1n[nH]c(=S)n1/N=C/c1cc(Br)c(OC)cc1OC,27.8,668,1.8%,-0.1%,i,-2.0,4.0%,1.8,1.5,5.5,-0.238,-0.231,-0.154,0.665,i,-0.04,1291
Cc1cccc(NC(=S)NCCC(c2ccccc2)c2ccccc2)c1,-9.3,675,10.4%,6.8%,i,1.6,2.2%,2.1,1.7,5.5,-0.0175,-0.204,-0.337,0.601,i,-0.24,1426
O=C(Nc1ccc(N2CCN(C(=O)c3ccccc3)CC2)cc1)c1ccc(Br)o1,-12.4,342,8.6%,-1.8%,i,0.3,6.7%,2.7,1.1,1.7,-0.197,-0.09,-0.735,1.03,i,-0.69,1527
Cc1cc(C(=O)Nn2c(C3CCCCC3)nc3ccccc3c2=O)ccc1[N+](=O)[O-],-3.0,636,23.9%,5.1%,i,0.0,7.3%,0.7,4.5,7.8,-0.248,0.382,-0.285,0.784,i,-0.77,1282
COC(=O)c1sccc1NC(=O)C1CC2CCC1C2 (centres undefined),3.0,741,-4.5%,-1.3%,i,1.5,-0.9%,3.1,1.1,5.0,0.036,-0.0155,0.239,0.617,i,-0.13,1197
Cc1ccc2oc(=O)c(/C=C(\O)c3sc(C)nc3C)nc2c1,-5.9,651,10.6%,-1.0%,i,20.6,10.5%,2.5,2.5,0.5,0.387,-0.238,0.336,-0.244,i,-0.2,1534
COc1ccc(Nc2nnc(SCC(=O)Nc3cc(C)on3)s2)cc1,-2.0,763,12.8%,3.4%,i,-7.0,-5.4%,1.7,1.8,4.9,-0.44,-0.284,0.318,1.16,u,-0.91,828
O=C(C1=C(O)C(=O)N(Cc2ccco2)C1c1ccccc1F)c1cccs1 (centres undefined),6.8,666,23.3%,-0.5%,i,2.2,9.7%,1.8,1.9,4.5,2.14,-0.12,1.58,-1.7,i,0.36,1171
COCCNC(=S)NC(=O)c1ccc(C(C)(C)C)cc1,15.7,670,2.0%,-0.8%,i,-5.5,2.0%,1.1,1.7,7.7,0.199,-0.239,0.303,0.452,i,x,x
CC(C)(C)c1nc[nH]c(=O)c1Br,1.4,616,10.0%,-2.1%,i,16.7,1.2%,1.7,1.7,8.2,0.0655,-0.255,0.0602,1.07,i,0.14,1297
CCOC(=O)c1sc(=S)n(C)c1NC(=O)c1ccc(F)cc1,-8.6,669,20.7%,-2.0%,i,8.3,7.9%,2.6,1.4,0.4,-0.178,-0.19,-0.00771,0.557,i,0.77,1396
Cn1nnc(NC(=S)NC(=O)c2ccccc2)n1,6.0,674,-3.4%,x,x,x,6.5%,x,x,x,1.13,-0.231,0.837,-0.984,i,-0.32,1086
FC(F)(F)c1cccc(N2CCN(CC3CC=CCC3)CC2)c1 (centres undefined),-1.8,872,-18.9%,-2.6%,i,-2.3,0.7%,2.3,1.0,6.9,0.55,-0.243,0.928,0.445,x,-0.05,1007
COc1cc(/C=N/Nc2ccc(Cl)c(C(=O)O)c2)ccc1OCC(=O)N1C(C)CCCC1C (centres undefined),1.8,588,39.9%,-1.2%,i,2.0,15.2%,3.6,3.0,5.8,-1,-0.325,-0.17,0.679,i,0.09,1571
CCCN1CCN(C(=O)CCCn2c(C)c3cnn(-c4ccccc4)c(=O)c3c2C)CC1,x,x,15.1%,-0.7%,i,12.3,10.8%,2.4,3.5,7.6,-1.07,-0.243,-0.615,0.775,i,0.61,949
Cc1ccc(OCCCCN2CCCCC2)c(Br)c1,-28.1,641,6.2%,-3.0%,i,-13.0,0.4%,3.0,4.1,7.5,0.407,-0.271,-0.191,-0.217,i,-0.68,1376
COc1cc(C2NC(=S)NC(C)=C2C(=O)OC(C)C)ccc1OC(C)C (centres undefined),-28.9,702,2.7%,-3.1%,i,4.0,-5.8%,3.8,1.9,5.6,0.306,-0.267,0.293,0.588,i,x,x
CCCCN(CCCC)S(=O)(=O)c1ccc(NC(=O)Cc2cccs2)cc1,-37.3,678,18.8%,0.2%,i,6.4,7.8%,2.2,1.0,10.2,-0.124,0.333,0.446,-0.407,i,0.24,778
O=C(N/N=C/c1ccc(-c2cccc(C(F)(F)F)c2)o1)c1ccccc1O,-16.1,621,-11.3%,-0.6%,i,-9.9,-3.8%,4.1,3.0,2.5,0.805,-0.199,0.703,-0.541,i,0.1,1232
COC(=O)c1ccccc1NC(=O)CSc1ccc(C)cc1,-9.6,735,1.3%,0.4%,i,-2.1,-5.8%,2.5,2.3,3.6,-0.42,-0.126,-0.339,0.712,i,x,x
CCN1CCN(C(=S)NCc2ccc(C)cc2)CC1,16.6,656,-1.5%,2.4%,i,41.5,-1.8%,4.3,2.0,6.6,-0.032,-0.181,-0.153,-0.158,i,0.11,1524
COC(=O)c1ccc2c(=O)n(CCCCCC(=O)O)c(=S)[nH]c2c1,20.6,758,4.9%,-2.1%,i,6.7,1.3%,7.9,2.6,1.6,-0.108,0.196,0.524,0.657,i,0.41,1197
Cc1ccc(S(=O)(=O)/N=C(/c2ccc(F)cc2)N2CCCCC2)cc1,-34.6,656,6.8%,-0.5%,i,9.2,-0.7%,5.8,1.9,8.6,1.81,0.0437,0.972,-1.43,i,0,1570
Cc1ccc(Sc2ccc(N)cn2)cc1,9.2,669,-2.3%,x,x,x,4.2%,x,x,x,-0.692,-0.256,-0.346,0.461,i,-0.17,1314
CCC(C)NC(=O)c1cnn2c1NC(c1cccs1)CC2C(F)(F)F (centres undefined),-10.8,750,-2.3%,3.5%,i,-8.2,-0.9%,3.2,2.2,1.1,0.0183,-0.216,-0.0533,-0.0224,i,-0.7,934
O=C(NCc1cccnc1)c1cccc(Cl)c1,5.2,814,-3.4%,-4.2%,i,5.2,-0.2%,2.4,1.8,11.5,0.269,0.00496,0.169,0.197,i,0.23,1091
O=C(O)C(Cc1c[nH]c2ccccc12)N1Cc2ccccc2C1=O (centres undefined),-1.6,762,-5.4%,0.5%,i,17.8,-2.9%,2.6,2.5,4.4,-0.546,-0.195,-0.295,0.714,i,0.56,1302
CC(SC(=S)N1CCCC1)C(=O)O (centres undefined),12.8,753,-0.7%,2.1%,i,3.8,6.5%,3.8,2.4,5.8,-0.436,-0.317,-0.0555,0.832,i,-0.41,1347
COc1ccc(Cl)cc1NC(=S)NNC(=O)CC(C)C,9.6,684,6.6%,-1.5%,i,-1.1,-13.3%,1.7,1.7,4.4,0.498,-0.241,0.98,-1.69,i,0.23,1493
Cc1ccc(S(=O)(=O)N2CCC(=O)N(C(COCc3ccccc3)Cc3ccccc3)CC2)cc1 (centres undefined),-14.0,761,-1.6%,-0.6%,i,16.1,-1.8%,5.6,2.0,7.4,0.252,-0.268,0.42,0.904,i,1.77,1285
COc1ccccc1C(=O)NNC(=O)C(=O)NCc1ccccc1,1.9,668,-0.6%,3.2%,i,13.1,-13.7%,3.9,2.2,2.2,0.693,-0.408,-0.353,1.15,i,0.39,1307
CCOC(=O)N1CCN(C(=O)c2ccccc2NC(C)=O)CC1,-15.0,633,-4.3%,-2.7%,i,4.5,5.0%,5.5,1.6,4.2,-0.432,0.0933,-0.232,0.048,i,-0.45,1665
CCCCC(=O)Nc1ccc(C(=O)Nc2ccc(S(=O)(=O)Nc3ccc(C)cc3)cc2)cc1,28.1,718,-10.4%,-1.8%,i,-1.8,3.0%,5.0,2.2,3.7,0.155,-0.265,-0.161,-0.238,i,0.05,1234
Cc1c(Cl)cccc1NC(=O)CNCc1ccccc1F,11.4,723,7.6%,-1.3%,i,-10.1,4.9%,4.7,1.9,7.7,0.513,-0.303,0.198,-1.44,i,x,x
Cc1cccc2c1Sc1ccccc1CC2=O,x,x,8.3%,-0.9%,i,0.6,7.6%,1.2,1.1,6.2,0.468,-0.179,0.0263,0.169,i,0.39,1539
C#CCOc1c(Br)cc(/C=N\NC(=O)CN2CCOCC2)cc1OCC,-1.1,760,24.1%,0.1%,i,1.2,0.9%,1.6,0.5,3.1,-0.614,-0.181,0.0196,0.674,i,-0.2,974
COc1ccc(Nc2nnc(Cc3ccccc3)c(=O)[nH]2)c(OC)c1,x,x,6.8%,-1.6%,i,0.0,-2.9%,3.3,3.6,12.5,-0.535,-0.204,-0.0203,-0.148,i,-0.16,1133
CCOC(=O)N1CCN(C(=O)C2CCN(S(=O)(=O)c3cc(C)ccc3OC)CC2)CC1,-24.2,690,1.4%,1.7%,i,9.2,0.7%,1.5,1.4,4.6,-0.893,-0.281,-0.5,0.495,i,-0.17,1617
